# ABHD5 PLIN5 PPI: ABHD5-PLIN5 protein interaction inhibition; Q00G26+Q8WTS1; Split G. princeps luciferase complementation, luminescence, 4 h; inhibition, % at 4 µM; 0.78% of 360,000 active; AID 602281;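 active = inhibition above the mean inhibition across every tested compound plus 3 SD, cut at about 22% in these data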;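 also: 0% = DMSO only wells and the 100% control is not disclosed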
# Target sequence (Q00G26 whole entry, looked up): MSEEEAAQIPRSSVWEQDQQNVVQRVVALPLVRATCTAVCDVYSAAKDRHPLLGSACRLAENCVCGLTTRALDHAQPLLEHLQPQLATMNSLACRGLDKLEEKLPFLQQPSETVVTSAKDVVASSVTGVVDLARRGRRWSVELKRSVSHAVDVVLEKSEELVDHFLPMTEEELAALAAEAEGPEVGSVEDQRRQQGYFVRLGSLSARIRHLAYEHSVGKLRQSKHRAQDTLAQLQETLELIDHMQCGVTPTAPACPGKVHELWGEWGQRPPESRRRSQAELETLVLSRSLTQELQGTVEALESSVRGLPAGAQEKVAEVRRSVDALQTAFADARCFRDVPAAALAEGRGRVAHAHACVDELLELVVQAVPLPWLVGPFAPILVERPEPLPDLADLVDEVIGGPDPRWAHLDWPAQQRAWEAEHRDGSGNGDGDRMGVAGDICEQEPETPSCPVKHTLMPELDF
# Target sequence (Q8WTS1 whole entry, looked up): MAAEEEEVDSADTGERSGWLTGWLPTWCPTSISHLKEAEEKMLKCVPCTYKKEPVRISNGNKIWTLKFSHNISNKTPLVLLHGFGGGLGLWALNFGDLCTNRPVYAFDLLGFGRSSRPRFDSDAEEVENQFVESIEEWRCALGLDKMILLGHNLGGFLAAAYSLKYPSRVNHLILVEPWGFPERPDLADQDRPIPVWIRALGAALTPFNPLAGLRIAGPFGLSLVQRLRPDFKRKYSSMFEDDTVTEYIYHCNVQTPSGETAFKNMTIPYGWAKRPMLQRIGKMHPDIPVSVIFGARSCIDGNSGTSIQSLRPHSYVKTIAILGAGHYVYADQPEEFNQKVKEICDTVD
# TLR9-MyD88 block: blocks human TLR9 binding to MyD88 | CHO BLA complementation TLR9-MyD88, CCF4 FRET ratio | inhibition, % at 4.98 µM | 0.21% of 340,000 active;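 active = inhibition above the mean over all tested compounds plus 3 SD, cut at about 21% in these data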;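 also: 0% = DMSO only wells and 100% = clavulanate BLA inhibitor control wells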
# TROY NFkB inh: inhibitors of TROY-dependent NF-kB signaling | Q293 LMP1-TROYcd NF-kB luciferase reporter, 4 h | inhibition, % at 10 µM | 0.98% of 360,000 active | AID 1347056;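 active = compounds whose plate-normalised and pattern-corrected inhibition of the luciferase reporter signal at the single screening dose is 50% or more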
# NOD2 RIPK2 PPI: blocks binding of human NOD2 to RIPK2; CHO BLA complementation NOD2-RIPK2, CCF4 ratio; O43353; inhibition, % at 4.98 µM; 0.38% of 360,000 active; in the data active = inhibition above about 21%;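 also: 0% = vehicle only and 100% = reference blocker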
# SRC1 inh: human NCOA1 inhibition. HEK293 GAL4-SRC1 luciferase reporter, luminescence. 0.12% of 360,000 active. inhibition, % at 3.6 µM;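 active = inhibition above the campaign mean plus 3 SD, with each screening campaign given its own cutoff, cut at about 60% in these data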;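 also: 0% = DMSO treated cells and 100% = gossypol at 36 µM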
# NCOA2 inhibitor: human SRC2 (NCOA2) inhibition; Q15596; HEK293 GAL4-SRC2 luciferase reporter, luminescence; inhibition, % at 9 µM; 0.17% of 370,000 active; AID 651957;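 active = inhibition above the mean inhibition of all tested compounds plus 3 SD, set per campaign, cut at about 52% in these data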;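 also: 0% = DMSO treated cells and 100% = cells given Gossypol at 36 µM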
# LRH-1 inv ag: NR5A2 inverse agonism in reporter assay | O00482 | HEK293T StAR-luciferase reporter, LRH-1 transfected, 24 h | inhibition, % at 3.6 µM | 0.13% of 360,000 active;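 active = inhibition above the mean inhibition of all tested compounds plus 3 SD, cut at about 73% in these data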;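 also: 0% = DMSO wells and 100% = reporter-only cells lacking LRH-1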
# SRC3 inh: inhibitors of human steroid receptor coactivator 3 (SRC3) | Q9Y6Q9 | HEK293 GAL4-SRC3 luciferase reporter, luminescence | inhibition, % at 3.6 µM | 0.17% of 360,000 active;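 active = inhibition above a per-campaign cutoff, the mean of all compounds plus 3 SD, cut at about 60% in these data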;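 also: 0% = DMSO-treated cells and 100% = gossypol-treated cells at 36 µM; higher means less SRC3-driven luciferase light from the GAL4 reporter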
# TWEAK Fn14 block: inhibitors of TWEAK-Fn14 interaction signaling | AID 1159606 | 2% of 360,000 active | TWEAK-stimulated Fn14 reporter cells, luciferase luminescence, 8 h | inhibition, % at 10 µM; in the data active = inhibition above about 50%
# COUP-TFII inh: NR2F2 (human) inhibition, primary screen | P24468 | HEK293T NGFI-A luciferase reporter, luminescence | inhibition, % at 8.6 µM | 0.7% of 370,000 active | AID 686940;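 active = inhibition above a per-plate cutoff, mean inhibition of test wells between control levels plus 3 SD, cut at about 38% in these data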;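 also: cells cotransfected with COUP-TFII expression vector driving the NGFI-A reporter; 0% = median of COUP-TF2 test wells and 100% = reporter-only cells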
# Granule exo inh: blocks lytic granule exocytosis. inhibition, % at 10 µM. 0.66% of 360,000 active. TALL-104 LAMP-1 surface exposure, flow cytometry; cells stimulated with thapsigargin and PMA;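 active = inhibition above about 55%, limit read from the data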
# * = called active by the depositor; . = not tested or not shown. Some of the compounds tested. The share of hits here may be higher or lower than overall.
SMILES,ABHD5 PLIN5 PPI,TLR9-MyD88 block,TROY NFkB inh,NOD2 RIPK2 PPI,SRC1 inh,NCOA2 inhibitor,LRH-1 inv ag,SRC3 inh,TWEAK Fn14 block,COUP-TFII inh,Granule exo inh
CC(C)OCCCNc1ncc2c(n1)CC(c1ccc(N(C)C)cc1)CC2=O (stereo not given),12,0,-24,-7,-4,-15,-6,4,-6,3,8
CNC(=O)c1nnc(Cc2ccc(F)cc2)o1,7,4,-9,-5,6,5,11,13,-19,-6,4
COc1cccc(C(=O)N2CCN(C3CCC(c4ccccc4)CC3)CC2)c1 (stereo not given),0,7,1,7,-28,-7,4,-6,4,-7,2
CCN1CCN(c2ccc(S(=O)(=O)N3CCCCC3)cc2NC(=O)Cc2c(F)cccc2Cl)CC1,5,-8,-19,-6,-15,10,23,17,7,-40,17
COc1ccc(N2C(=O)CC(N3CCN(S(=O)(=O)c4ccc(Cl)cc4)CC3)C2=O)cc1 (stereo not given),4,-6,22,-3,12,-60,15,7,1,16,-5
O=C(CN1CCN(c2ccccc2O)CC1)NCCCc1ccccc1,4,-3,-8,-1,8,-31,1,23,35,-1,4
O=C(COC(=O)c1ccc(NS(=O)(=O)c2cccs2)cc1)Nc1nc2c(F)c(F)c(F)cc2s1,4,7,13,-12,-10,.,-4,23,1,.,1
COC(=O)Cn1cc(/C=N/NC(=O)COc2cccc3cccnc23)c2ccccc21,6,-3,10,6,1,-27,-15,3,-28,3,4
COc1ccc(CCNC(=O)CCC(=O)N2CCN(S(=O)(=O)c3ccc(Cl)cc3)CC2)cc1OC,9,5,4,-2,7,-9,-1,8,7,2,-1
Cc1cccc(NC(=O)COC(=O)CSc2ccccc2)c1C,9,9,9,8,-9,-20,-17,23,-4,20,-5
CC(NC(=O)Cn1nc(C(F)(F)F)c2c1CCC2)c1ccccc1 (stereo not given),1,-2,3,-5,-19,-4,-5,18,-6,1,0
CCN(Cc1nc2ccccc2c(=O)[nH]1)C(=O)c1ccc(C)c(NC(=O)c2ccco2)c1,-15,-5,1,-1,-1,0,-12,0,-4,7,-5
O=C(c1ccc([N+](=O)[O-])cc1)N1CCN(c2cccc3[nH]ccc23)CC1,-3,0,7,-5,-10,-13,13,-4,24,24,4
O=C(Nc1ccc(F)c(Cl)c1)Nn1cnnc1,12,6,-6,1,21,-1,17,14,11,2,-2
Brc1ccc(Sc2cnc3ccccc3n2)cc1,-7,6,-37,-5,-10,-16,-3,-3,8,10,-1
CCCCOC(=O)COc1ccc(Cl)cc1Cl,5,-4,-33,1,-65,-2,-4,-5,-5,4,-3
CCOC(=O)C1CCN(Cc2ccc(OCc3ccccc3)c(OC)c2)CC1,-1,5,-19,5,1,.,0,-11,-4,.,4
O=C(NC1CCCCC1)c1cc(C(=O)c2ccccc2Br)c[nH]1,3,-7,20,2,-7,13,-8,3,-10,-14,-1
CC(NC(=O)C1CCC(=O)N1Cc1ccccc1Cl)c1ccccc1 (stereo not given),11,-2,-6,10,-14,-1,-2,-5,-1,-8,4
COC(=O)CCCn1cc(CN2CC(N3CCN(Cc4ccccc4F)CC3)CS2(=O)=O)nn1 (stereo not given),-7,.,9,-6,.,-1,-3,.,9,-10,-4
O=C(CSc1ccc2nnc(CCNC(=O)c3ccccc3)n2n1)NC1CCCC1,5,-4,6,4,6,20,-11,-1,1,-2,-1
COc1ccc(CCn2c(C)cc3c(c2=O)C(c2ccncc2)C(C#N)=C(N)O3)cc1OC (stereo not given),0,-3,-1,-3,-1,-10,6,9,-3,-9,6
COC(=O)C1CCN(Cc2cn(-c3ccccc3)nc2-c2ccc3c(c2)OCO3)CC1,2,-5,-13,5,-7,1,-12,16,2,-27,0
CC(=O)Nc1ccc(CN2CCCCCC2)cc1,4,4,4,7,2,2,-5,-20,-1,14,-5
COc1ccc(-c2nc(CSCC(=O)NC3CC3)c(C)o2)cc1OC,-1,-1,-5,-11,2,-12,19,11,1,7,-7

# Further structures:
SMILES,ABHD5 PLIN5 PPI,TLR9-MyD88 block,TROY NFkB inh,NOD2 RIPK2 PPI,SRC1 inh,NCOA2 inhibitor,LRH-1 inv ag,SRC3 inh,TWEAK Fn14 block,COUP-TFII inh,Granule exo inh
C[C@H](CO)N1C[C@H](C)[C@@H](CN(C)Cc2ccc(-c3ccccc3)cc2)Oc2c(NC(=O)Cc3ccccc3)cccc2C1=O,11,4,16,-14,9,.,-3,18,34,.,-4
C=CCN1CCc2cc(O)c(O)cc2C(c2ccccc2)C1 (stereo not given),2,8,11,-9,-42,-30,22,12,17,6,1
O=S(=O)(c1ccccc1)N1CCN(Cc2cc3c(cc2Br)OCCO3)CC1,-11,-2,7,-1,-7,16,-5,1,-11,0,0
O=C1CS/C(=N/N=C/c2ccccc2)N1c1ccc(O)cc1,4,0,-6,-14,-1,-9,-9,-4,-8,0,-7
O=C(CCOc1cccc(Br)c1)NNC(=O)COc1ccc(F)cc1,-1,-4,17,3,7,-12,-3,-25,-2,-8,-4
CCOc1ccc(N2CC(=O)Nc3ccccc3NCC2=O)cc1,-3,-5,8,7,-6,-3,-9,-11,5,0,-1
COc1ccccc1Cc1c(-c2ccc(C#N)cc2)nc2c(Cl)cc(C(F)(F)F)cn12,-10,.,7,2,.,.,-20,.,24,.,-2
Cc1cccc(N(CC(=O)NCCSCc2ccccc2)S(C)(=O)=O)c1C,0,2,-8,-4,8,3,-1,7,-1,-20,4
Cc1ccc(C)c(N2CCN(C(=O)c3cc(S(=O)(=O)N4CCOCC4)cn3C)CC2)c1,2,0,-6,-1,-8,-11,2,-4,-13,14,-1
Cc1ccnc2nc(C(=O)OCC(=O)c3c[nH]c4ccccc34)nn12,-6,7,-4,-10,2,-23,9,2,12,8,-1
CCCOc1ccc(/C=N/n2nnnc2N)cc1OC,5,0,-4,-6,-2,-23,-4,-16,-12,-2,0
COc1cc(C2C(C(C)=O)=C(O)C(=O)N2c2ccc(C)cc2)ccc1O (stereo not given),-38,-2,-4,3,4,0,-9,-5,19,-2,1
Cc1ccc(C(=O)NCC(=O)NCC(=O)OCC(=O)c2cccs2)cc1,0,-8,-2,-11,6,3,17,14,20,3,-8
Cc1ccc2nsnc2c1S(=O)(=O)NCc1ccncc1,-3,7,-13,0,-12,8,14,8,-12,11,1
Brc1ccc(-c2cnc(-c3cccs3)o2)cc1,-2,-5,-11,2,-56,-50,-68,-74,-18,-28,-1
CN(C)CCNc1nc(-c2ccccc2)c2c(c1C#N)CC(C)(C)OC2,-2,-3,-67,-6,-14,-2,11,10,20,7,16
CCOc1ccc(NC(=S)N2CCC(c3ccc(C)cc3)C2)cc1 (stereo not given),-5,1,-13,3,11,-1,-21,8,9,-14,4
Cc1ccc2nc(N(CCN(C)C)C(=O)/C=C/c3cccs3)sc2c1,35*,16,-7,22*,19,0,-7,15,23,3,56*
CCn1c(/C=C/c2cc[n+](C)cc2)nc2ccccc21,8,24*,13,17,2,7,7,9,9,-17,-8
C[C@H](O)[C@@H]1C(=O)N2CCc3ccc(-c4cccc(F)c4)cc3[C@@H]2C[C@@H]1N(C)S(=O)(=O)c1ccccc1,-1,-9,18,3,-8,-12,-5,7,13,6,-3
Cc1ccc(C23CC4CC(CC(CC(=O)N5CCOCC5)(C4)C2)C3)cc1,2,-10,2,15,-2,-18,-7,22,0,-1,-1
Cc1ccc(C)c(C(O)c2ncc(-c3cccc4ccccc34)[nH]2)c1 (stereo not given),-8,.,-11,3,4,4,-1,0,-36,-6,3
CCOC(=O)C(=O)Nc1nccs1,-2,-2,6,-4,-19,-4,5,-12,-104,-1,10
CC1(C)CC(=O)C2=C(C1)OC(N)=C(C#N)C2c1cccc(OC(=O)c2ccco2)c1 (stereo not given),5,-7,1,1,-3,16,-3,6,-1,16,2
CCCC(=O)Nc1ccc2c(c1)C(=O)NC2=O,-3,7,-2,5,5,-8,6,-4,7,7,-1

# Further structures:
SMILES,ABHD5 PLIN5 PPI,TLR9-MyD88 block,TROY NFkB inh,NOD2 RIPK2 PPI,SRC1 inh,NCOA2 inhibitor,LRH-1 inv ag,SRC3 inh,TWEAK Fn14 block,COUP-TFII inh,Granule exo inh
CC(=O)Nc1ccc2c(c1)-c1ccc(F)cc1C2=O,1,5,-8,-3,-4,7,-10,-38,-1,-7,-1
Cc1ccc(/C=N/NC(=O)c2ccccc2OCc2ccc(F)cc2)o1,5,1,-12,-1,-13,15,6,4,-11,9,-6
COc1ccc(CC(C(=O)Nc2ccc(OC)cc2)c2nn[nH]n2)cc1 (stereo not given),-4,1,18,4,-17,-5,-7,-3,-5,8,2
COCC(=O)NC1CC2CCCC(C1)N2Cc1ccccc1 (stereo not given),3,14,-28,-14,7,-29,7,-2,-7,-3,1
C[C@H]1CN([C@@H](C)CO)S(=O)(=O)c2ccc(Br)cc2O[C@@H]1CN(C)C(=O)Cc1cccnc1,2,2,2,-14,8,15,5,12,-4,2,-2
CC(C(=O)NC1C=CS(=O)(=O)C1)N1C(=O)/C(=C/c2cccc(Cl)c2)SC1=S (stereo not given),3,-40,-4,-7,-6,-38,-9,8,32,-20,26
CCOCc1cc(CN2CCCC(CNC(=O)c3ccco3)C2)ccc1OC (stereo not given),0,-3,6,-2,8,13,-14,-9,-3,-11,-12
CCC(c1nnnn1C(C)(C)CC)N1CCN(c2ccccc2F)CC1 (stereo not given),1,-3,-14,-8,-4,2,12,23,1,-2,-5
O=C(/C=C/c1cccc(Cl)c1)NCCCN1CCOCC1,2,-4,-12,4,17,-3,0,-2,-1,0,3
N#Cc1c2ccc([N+](=O)[O-])cc2[n+]([O-])n1-c1ccccc1,3,1,-4,-16,8,24,43,18,17,-34,-5
N#Cc1c(-c2ccccc2)cc(-c2ccc3c(c2)OCO3)[nH]c1=O,-1,2,4,-4,-8,-2,-13,2,-10,3,-2
CCN(CC)CCC(c1ccc(N(C)C)cc1)c1c(OC)cc(OC)c2c(-c3ccccc3)cc(=O)oc12 (stereo not given),8,-5,13,4,-3,14,-13,-7,11,1,-11
COc1ccc(CNC(=O)CN(Cc2ccccc2)C(=O)CCC(=O)Nc2ccccn2)cc1,-5,-3,-11,-6,11,3,-4,7,7,14,20
COc1cccc(NC(=O)CN(C)CC(=O)Nc2cccc(C(F)(F)F)c2)c1,1,-1,-12,-5,-4,6,11,7,0,10,-1
CC1Cc2ccccc2N1S(=O)(=O)c1cccc(C(=O)NNC(=O)c2ccccc2F)c1 (stereo not given),-4,5,19,2,1,-8,10,2,8,1,-4
c1ccc2c(c1)Sc1cnccc1N2CC1CO1 (stereo not given),11,-9,7,-5,-70,-14,-6,3,28,8,2
O=C(CC1CS(=O)(=O)CC1CC(=O)Nc1ccc2c(c1)OCCO2)Nc1ccc2c(c1)OCCO2 (stereo not given),-5,5,-2,-5,54,34,44,61,91*,69*,2
CCOC(=O)C1CCN(S(=O)(=O)c2ccc(OC)c(Cl)c2)CC1,-4,-12,10,-8,-3,26,15,10,-4,-5,1
CCOc1ccc(N=C(NC#N)SC)cc1,-4,-4,4,7,-5,-19,-10,7,16,1,0
